MLLE-PAM2 inh: blocks PAM2 peptide binding to the PABP1 MLLE domain | 360,000 compounds, 0.36% hits | P11940 | inhibition, % at 20 µM | GST-MLLE / FITC-PAM2 fluorescence polarization; in the data active means inhibition above about 35%, passing the limit was not always enough;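 further: plate controls were DMSO wells with GST-MLLE for no effect and wells lacking GST-MLLE protein for full effect; some results filed as inactive read as strong as hits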
Target sequence (P11940 whole entry, looked up, the tested form may be a part): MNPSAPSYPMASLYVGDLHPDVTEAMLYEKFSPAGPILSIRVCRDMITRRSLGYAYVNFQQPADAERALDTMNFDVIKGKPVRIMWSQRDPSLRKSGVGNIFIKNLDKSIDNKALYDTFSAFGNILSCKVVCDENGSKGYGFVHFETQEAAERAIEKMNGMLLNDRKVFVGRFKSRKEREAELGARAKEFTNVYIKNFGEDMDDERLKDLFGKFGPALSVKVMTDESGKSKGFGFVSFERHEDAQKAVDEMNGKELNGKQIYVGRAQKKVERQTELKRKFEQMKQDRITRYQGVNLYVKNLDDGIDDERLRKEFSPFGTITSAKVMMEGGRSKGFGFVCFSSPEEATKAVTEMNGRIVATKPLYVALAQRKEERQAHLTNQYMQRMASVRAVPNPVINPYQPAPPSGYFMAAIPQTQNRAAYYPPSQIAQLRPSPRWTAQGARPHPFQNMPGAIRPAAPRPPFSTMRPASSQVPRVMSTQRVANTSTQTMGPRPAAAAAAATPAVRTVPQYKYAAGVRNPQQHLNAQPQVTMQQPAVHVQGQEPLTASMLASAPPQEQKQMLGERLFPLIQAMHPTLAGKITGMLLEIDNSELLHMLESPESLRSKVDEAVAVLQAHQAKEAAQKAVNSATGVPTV
Tb MetRS inh: Trypanosoma brucei MetRS inhibition | purified T. brucei MetRS, ATP depletion, Kinase-Glo luminescence | inhibition, % at 11.9 µM | 360,000 compounds, 0.4% hits;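 active means inhibition above a per-plate cutoff of the control wells' mean inhibition plus 3 SD, cut at about 5.5% in these data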;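 further: 0% = DMSO wells median and 100% = median of wells with control inhibitor compound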
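Test system: purified T. brucei MetRS enzyme. Also added: ATP, methionine and E. coli bulk tRNA substrates. Compound: 11.9 µM single point. Schedule: 15 min enzyme-compound preincubation, 2 h reaction, 10 min detection, 25 °C. Signal: luciferase luminescence of residual ATP, Kinase-Glo. Evaluation: percent inhibition versus plate control medians. Controls: DMSO wells, low control.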
FAS-TE inh: blocks the thioesterase domain of human fatty acid synthase; P49327; recombinant FAS-TE, OMFH fluorogenic substrate, fluorescence endpoint; inhibition, % at 15 µM; 360,000 compounds, 0.67% hits; AID 602261;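 active means compounds whose normalised, plate-corrected inhibition of enzyme fluorescence in the single-dose primary screen is 50% or more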;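 further: 0% = DMSO with enzyme and 100% = substrate without enzyme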
MsrA act: activates bovine MsrA enzyme. activation, % at 10.6 µM. AID 602163. purified bovine MsrA, absorbance read-out. 360,000 compounds, 0.3% hits; in the data active means activation above about 7.5%;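 further: 0% = vehicle and 100% = reference activator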
SKN-1 block: C. elegans SKN-1 inhibition | C. elegans VP596 Pgst-4::GFP/RFP ratio, acrylamide-induced, 24 h | inhibition, % at 21.8 µM | 360,000 compounds, 0.49% hits;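 active means interference check ratio from 0.5 to 1.5 plus GFP to RFP signal ratio inhibition reaching or exceeding a fixed threshold, cut at about 30% in these data, passing the limit was not always enough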; further: some compounds called inactive have numbers as strong as hits
MsrA inh: inhibitors of bovine MsrA; inhibition, % at 15.5 µM; purified bovine MsrA, absorbance read-out; 360,000 compounds, 0.75% hits; in the data active means inhibition above about 4.5%;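 further: 0% = vehicle wells with enzyme and 100% = reference inhibitor wells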
E coli Lon inh: E. coli protease La inhibition | P0A9M0 | purified E. coli Lon protease, fluorescence polarization | inhibition, % at 7.94 µM | 360,000 compounds, 0.42% hits; in the data active means inhibition above about 13%, passing the limit was not always enough;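 further: 0% = enzyme with probe and DMSO and 100% = no enzyme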
MT1-MMP act inh: MT1-MMP (human) activation inhibition. P50281. HT1080 RFP-PRO-GFP cells, GFP/RFP ratio fluorescence, overnight; percent of plate control window, DMSO zero. GFP/RFP ratio change, % at 20 µM. 360,000 compounds, 0.061% hits;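 active means GFP/RFP ratio change of at least 30% with cell ATP level not reduced by more than half and red fluorescence within 50% of control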; further: strong numbers were not always called active
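Test system: HT1080 cells expressing an RFP-PRO-GFP fluorescent reporter construct / Compound dosing: single-point 20 µM compound, 1% DMSO / Schedule: cells overnight before dosing, compound overnight, 37 °C, 5% CO2 / Evaluation: GFP/RFP fluorescence ratio / Control set: DMSO and RFP-L50D-GFP cell wells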
CendR NRP1 mod: alters CendR peptide binding to human NRP-1; 360,000 compounds, 0.85% hits; FAM-RPARPAR peptide binding to NRP-1, fluorescence polarization; AID 602438; inhibition, % at 25 µM;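 active means inhibition or corrected inhibition above about 18%, plus a signal ratio from 0.5 to 1.5, limit read from the data, passing the limit was not always enough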; further: strong numbers were not always called active
An asterisk follows results filed as active; · = no result given.

item | structure | MLLE-PAM2 inh | Tb MetRS inh | FAS-TE inh | MsrA act | SKN-1 block | MsrA inh | E coli Lon inh | MT1-MMP act inh | CendR NRP1 mod
1 | CCOC(=O)c1nc(-c2ccccc2)sc1C(C)=O | -3 | 0.4 | 2 | -1 | -4 | 1.7 | -8 | -1 | 19
2 | c1ccc(OCc2nc(-c3ccncc3)no2)cc1 | 1 | -0.3 | -6 | -1 | 7 | 0.0 | 1 | 3 | 0
3 | CC(=O)NCCC1CCN(C(=O)c2cc(COc3ccc(C)nc3)on2)CC1 | -6 | -0.1 | -1 | -6 | 7 | -1.2 | 1 | 5 | -7
4 | Cc1cccc(N2CCN(S(=O)(=O)c3ccc(-c4cc(C)no4)s3)CC2C)c1 (centres undefined) | 13 | -0.4 | 20 | -2 | -3 | 0.3 | -11 | 0 | 7
5 | Cn1ccnc1SCC(=O)NC1CC1 | 2 | -1.1 | -9 | -14 | -23 | -0.7 | 5 | -3 | 11
6 | CC1(C(=O)NS(=O)(=O)c2cccc(OC(F)F)c2)CCN1C(=O)c1ccco1 (centres undefined) | 1 | 0.2 | -5 | -2 | -2 | -1.7 | -11 | 0 | 0
7 | COC1=CC(C)C2CC3OC(O)CC4C(C)=C(OC)C(=O)C(C2(C)C1=O)C34C (centres undefined) | -1 | 0.0 | -7 | -2 | -11 | 0.4 | 2 | 9 | -6
8 | Oc1ccc(-n2cnnn2)cc1 | 4 | -0.1 | -6 | 0 | -2 | -0.3 | 9 | -2 | 5
9 | O=C(Nc1ccc(Oc2ccc(S(=O)(=O)N3CCOCC3)cn2)cc1)c1ccco1 | 2 | -0.7 | -5 | -6 | -4 | 0.4 | 5 | -2 | 2
10 | Nc1cc2c(cc1[N+](=O)[O-])OCO2 | 2 | -0.5 | -11 | -2 | 0 | 0.7 | -2 | 6 | 6
11 | COc1ccc(OCC(=O)Nc2ccc(N3CCOCC3)cc2)c([N+](=O)[O-])c1 | -7 | 2.6 | -3 | -3 | 1 | -0.5 | -9 | 3 | 14
12 | Cc1c2cnn(CC(=O)N3CCOCC3)c(=O)c2c(C)n1Cc1ccc(F)cc1 | -6 | -0.5 | -6 | -6 | -7 | 3.0 | 4 | 4 | 10
13 | COc1cc(C(=O)Nc2cccc(C)c2C)ccc1OCC(=O)N1CCOCC1 | 10 | -0.4 | -7 | -2 | 1 | -0.9 | -2 | 2 | -2
14 | O=C(NCc1ccco1)c1cc2ccccc2c(=O)o1 | -5 | 0.3 | -6 | 2 | -6 | 1.2 | -2 | 4 | 9
15 | CCCCN(CCCC)CCNC(=O)c1cn(CC)c2ccc(S(=O)(=O)N3CCc4ccccc4C3)cc2c1=O | 3 | -0.3 | 8 | -3 | -4 | 0.8 | 1 | 1 | 0
16 | CCN(CC(=O)NC1CCS(=O)(=O)C1)C(=O)C(c1ccccc1)c1ccccc1 (centres undefined) | -8 | 0.3 | -5 | 2 | -5 | -0.2 | -9 | 0 | -9
17 | Cc1ccc(S(=O)(=O)N(C)c2ccccc2C(=O)N2CCOCC2)cc1 | 1 | -0.3 | -8 | -3 | -7 | -0.3 | 2 | -4 | 14
18 | COc1cc(OC)cc(C(=O)N[C@H](C(=O)NC23CC4CC(CC(C4)C2)C3)C(C)C)c1 | -15 | -0.3 | -1 | 0 | 12 | 0.0 | 4 | -20 | 7
19 | CCOC(=O)N1CCN(C(=O)CCCCn2c(=S)[nH]c3ccsc3c2=O)CC1 | -8 | -1.3 | -1 | 2 | -11 | -0.7 | -4 | -5 | -2
20 | COc1ccc(C)cc1NC(=O)CCCN1C(=O)C2CC=CCC2C1=O (centres undefined) | 13 | -0.3 | -7 | -3 | 2 | 0.5 | -9 | 0 | 7
21 | Cc1ccccc1-c1noc(C2CCCCC2)n1 | 0 | -0.2 | 8 | 0 | 0 | -0.4 | 5 | 3 | -2
22 | COc1ccc(NS(=O)(=O)c2ccc(NS(=O)(=O)c3cccc(C(=O)O)c3)cc2)cc1 | 5 | -0.4 | -3 | -3 | 9 | 1.0 | 1 | -7 | -7
23 | CC1=NNC(=O)C1CC(=O)N/N=C/c1ccncc1 (centres undefined) | -5 | -0.2 | -4 | -3 | -2 | -1.7 | 4 | 2 | 7
24 | Cc1c(Cl)cccc1NC(=S)NCc1ccc(F)cc1 | 6 | -0.1 | 12 | 2 | 10 | 0.1 | 6 | 3 | 0
25 | CN(C)c1nc2c(c(=O)n(C)c(=O)n2C)n1CC(=O)c1cccs1 | 1 | -0.5 | -5 | -6 | -6 | -0.8 | 4 | 5 | -9
26 | OCCn1c(CSc2nnc(-c3ccco3)n2-c2ccccc2)nc2ccc(Cl)cc21 | -8 | -0.3 | -1 | -3 | 3 | 1.6 | -1 | -1 | -16
27 | CC1CCc2nc(NC(=O)c3ccc(S(=O)(=O)N4CCCc5ccccc54)cc3)sc2C1 (centres undefined) | 2 | 0.0 | 7 | -2 | 2 | 0.8 | 8 | -11 | 14
28 | CCOC(=O)c1cc2c(ccn2C)n1Cc1cc(C)ccc1C | 8 | 0.5 | 20 | 0 | 28 | 0.6 | 4 | -4 | -19
29 | CC(C)n1ncc(C(N)=O)c1N | 2 | -0.2 | -6 | -3 | 3 | 1.2 | -14 | -8 | 11
30 | N#Cc1c(N)nc2c(c1-c1cccs1)CCCC2 | 12 | -0.5 | -10 | 1 | 8 | 0.5 | -2 | -3 | -2
31 | CC(C)(C)c1ccc(CSc2nc(N)cc(=O)[nH]2)cc1 | 7 | -1.1 | 9 | -9 | -7 | · | 3 | 23 | 17
32 | N/C(=N\S(=O)(=O)c1cccs1)c1ccccc1Cl | 9 | -0.5 | -7 | 0 | 7 | 0.2 | 6 | -3 | 5
33 | N#CC1(NC(=O)Cn2cc(C(F)(F)F)cc(Cl)c2=O)CCCCC1 | 8 | -0.8 | 0 | -13 | 0 | 2.1 | -6 | 5 | -5
34 | CCCn1c(=O)c2ccccc2n2c(SCC(=O)c3cc(C)n(CCOC)c3C)nnc12 | -34 | -0.4 | -10 | -1 | -11 | -0.2 | -8 | 2 | 13
35 | COc1ccc(OC)c(/C=N/NC(=O)c2ccc[n+](CC(=O)c3ccccc3)c2)c1 | 6 | -0.1 | -8 | -4 | 18 | · | -2 | -1 | -11
36 | CCN1C(=O)[C@H]2[C@@H](c3ccc(-c4ccc(OC)cc4)c(OC)c3)N[C@@](Cc3ccccc3)(C(=O)OC)[C@H]2C1=O | 3 | -0.2 | 52* | -1 | 2 | -0.4 | 2 | -4 | -3
37 | CCN1/C(=C/c2ccc3cc(C)ccc3[n+]2CC)Sc2cc(C)ccc21 | -174 | -1.1 | -37 | 1 | 56 | 0.2 | -147 | -23 | -232
38 | O=C(CN1CCOCC1)N/N=C/c1ccco1 | -14 | 1.0 | -2 | 4 | -2 | 0.2 | -7 | -2 | -1
39 | CCc1ccccc1NC(=S)NCc1ccc2c(c1)OCO2 | -1 | 0.5 | 0 | -1 | -1 | -1.0 | -9 | -2 | -2
40 | N#Cc1c(N2CCCC(O)C2)nc(N)c2c(N)nc3c(c12)CC(=O)N3C12CC3CC(CC(C3)C1)C2 (centres undefined) | -42 | 0.9 | 37 | 0 | 19 | 1.7 | 35* | -27 | -47
41 | COC(=O)c1cnn(-c2ccccc2)c1/C=N/NC(=S)Nc1ccc(Cl)cc1 | -73 | -0.6 | 4 | -5 | -4 | -0.4 | 9 | -1 | 5
42 | Cc1c(C(=O)NCCc2ccccc2)oc2ccc(S(=O)(=O)N3CCOCC3)cc12 | -2 | 0.1 | 17 | -1 | 0 | 0.4 | -1 | 2 | 0
43 | C=CCC[C@@H](Cc1ccc(F)cc1)C(=O)O[C@H](CNC(=O)[C@@H](CC=C)CC(=O)N[C@H](CO)Cc1ccccc1)c1ccccc1 | 5 | -0.3 | -6 | -1 | 10 | 1.0 | -5 | -1 | 12
44 | COc1ccc(-c2cnc3nc[nH]c(=O)c3n2)cc1 | 11 | -1.8 | -8 | -4 | -6 | 0.3 | 10 | 3 | -10
45 | Cc1ccc(-c2nnc(OCC3CCCO3)c3ccccc23)cc1 (centres undefined) | -2 | -0.2 | 1 | -3 | -1 | -0.6 | -7 | -1 | -1
46 | N#CC(c1ccc(=O)[nH]n1)c1ccc(Cl)cc1Cl (centres undefined) | -7 | -0.4 | -10 | -4 | 6 | -0.4 | -1 | 2 | 2
47 | Cc1ccc(C(=O)NNC(=O)c2cccc(C)c2)cc1 | -10 | -0.1 | -8 | -1 | 2 | 1.9 | 12 | 3 | 9
48 | Cc1cc2n(n1)C(c1ccc(N(C)C)cc1)Nc1ccccc1-2 (centres undefined) | 2 | -0.3 | 4 | -4 | 18 | 3.8 | 1 | 0 | 3
49 | O=C(COC(=O)c1ccc(S(=O)(=O)N2CCCC2)cc1)NCc1ccc(Cl)cc1 | -1 | -1.4 | -12 | -14 | -28 | -1.9 | -6 | 2 | -2
50 | COCCOC(=O)C(CC(=O)O)NCc1ccco1 (centres undefined) | 10 | -0.3 | -5 | 1 | -19 | -0.2 | -4 | -1 | 6
51 | CC(/C=N/N1CCN(c2ccccn2)CC1)=C\c1ccccc1 | -5 | -0.6 | -4 | -3 | 67* | -0.2 | -7 | 4 | 0
52 | O=C(Nc1ccncc1)c1cc(-c2ccccc2)nc2ccccc12 | 10 | 0.2 | 5 | -2 | 11 | 0.7 | -10 | 1 | 4
53 | COc1ccc(Cn2c(=O)[nH]c3cc(C(=O)N4CCN(c5ccccc5F)CC4)ccc3c2=O)cc1 | 1 | -0.5 | -5 | -2 | 2 | 1.2 | 9 | 4 | 5
54 | CCOC(=O)c1cc(C(C)C)sc1NC(=O)COC(=O)CCS(=O)(=O)c1ccccc1 | 6 | -0.4 | 10 | -1 | 4 | 3.4 | 3 | 2 | -3
55 | Cc1sc2nc(CSC(C)C(=O)Nc3ccc(C(N)=O)cc3)[nH]c(=O)c2c1C (centres undefined) | -26 | -0.1 | -10 | -2 | 13 | -0.2 | -24 | -9 | -47
56 | CN(CCC#N)C(=O)CSc1nnc(-c2c[nH]c3ccccc23)o1 | 1 | -0.1 | -8 | -4 | 2 | -0.7 | -2 | -1 | 10
57 | Cc1oc(-c2ccc(Cl)cc2)cc1C(=O)/C(C#N)=C/Nc1cccc(OC(F)(F)F)c1 | -7 | 0.0 | 4 | -1 | 0 | -1.0 | 1 | -15 | -5
58 | COc1ccc(N(CC(=O)NCc2cccs2)S(=O)(=O)c2ccc(F)cc2)cc1 | -9 | -0.5 | 3 | -5 | 14 | -0.1 | -5 | -2 | 2
59 | CN(C)/C=N/c1cc(=O)[nH]c(=O)n1Cc1ccccc1 | -20 | 0.1 | -9 | -3 | 7 | 0.1 | -3 | 3 | 5
60 | O=C(CSc1ccc(-c2ccccn2)nn1)NC1CCCC1 | 2 | 0.1 | 0 | 4 | -7 | -1.0 | 6 | 3 | -23
61 | O=C(CCC(=O)N1CCOCC1)Nc1nnc(C2CCCCC2)s1 | -5 | 0.0 | -11 | 0 | 12 | -0.7 | -3 | 5 | -9

Bioassay records as filed in PubChem BioAssay.

Not a hit list; overall some 4% were active at least once.
